NOD1 NF-kB reporter: NOD1 signaling inhibitors, primary screen, cell-based, luminescence, uHTS (AID 1578); NOD1-driven NF-kB luciferase reporter cells, luminescence; higher % means a stronger effect; one-dose inhibition, % at 4 µM; EC50 in µM for titrated hits; actives 1% (n = 290,000); in the data active = inhibition mostly above about 36%, no sharp cut-off; inactive = mostly below about 34%;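 note: HEK-293T reporter cells stimulated with the NOD1 agonist gamma-tri-DAP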
GPR55 activation: selective activators of receptor GPR55 – imaging, U2OS cells, beta-arrestin-GFP redistribution, primary screen (AID 1961). U2OS GPR55 beta-arrestin-GFP redistribution imaging; higher % means a stronger effect. activation, % at 10 µM, or EC50 in µM where a hit was titrated. actives 0.048% (n = 290,000);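 active = activation above 40% with more than 50 cells counted in the well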;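 note: U2OS osteosarcoma cells stably expressing GPR55 and beta-arrestin-GFP; plate controls were DMSO negative control for no effect and LPI positive control for full effect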
KOR beta-arrestin-1: kappa opioid receptor blockers – cell-based, luminescence, uHTS (AID 1778); KOR beta-arrestin recruitment, luminescence, antagonist mode; higher % means a stronger effect; inhibition, % at 10 µM, or IC50 in µM where a hit was titrated; actives 0.091% (n = 290,000); note: strong numbers were not always called active
HEK293 NOD2/NF-kB: inhibition of NOD2-driven NF-kB reporter – cell-based, luminescence, uHTS, HEK293 (AID 1566); HEK293 NOD2/NF-kB luciferase reporter, luminescence; higher % means a stronger effect; one-dose inhibition, % at 4 µM; EC50 in µM for titrated hits; actives 0.63% (n = 290,000); note: many of its hits are not listed in these tables
KOR beta-arrestin-2: kappa opioid receptor activators – cell-based, luminescence, uHTS, primary screen (AID 1777); actives 0.02% (n = 280,000); KOR beta-arrestin recruitment, luminescence; higher % means a stronger effect; activation, % at 10 µM, or EC50 in µM where a hit was titrated; in the data active = activation above about 50%, passing the limit was not always enough; note: a part of the inactive calls stands beside numbers as strong as those of hits
TNAP activation fold: stimulation of alkaline phosphatase TNAP activity – biochemical, luminescent, no phosphate acceptor, uHTS, primary screen (AID 1001). purified TNAP, luminescent activation assay, no phosphate acceptor; higher activation fold means a stronger effect. one-dose activation fold at 20 µM; EC50 in µM for titrated hits. actives 0.03% (n = 200,000); in the data active = activation fold from about 3, or a potency from the dose series; inactive = the rest, 99 in 100 with activation fold below about 1.6; note: many of its hits are not listed in these tables
NTR1 agonist: agonists of NTR1, primary screen, imaging, U2OS cells, beta-arrestin-GFP, high content (AID 493036) | P30989 | NTR1-U2OS beta-arrestin-GFP spot imaging, agonist mode | activation, % at 20 µM | actives 0.17% (n = 330,000);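 active = activation at or above 40% of the spot to cytoplasm intensity ratio, with at least 20 cells analyzed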;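 note: 0% = DMSO without peptide and 100% = 100 nM NTR1 peptide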
Target sequence (P30989 whole entry, looked up): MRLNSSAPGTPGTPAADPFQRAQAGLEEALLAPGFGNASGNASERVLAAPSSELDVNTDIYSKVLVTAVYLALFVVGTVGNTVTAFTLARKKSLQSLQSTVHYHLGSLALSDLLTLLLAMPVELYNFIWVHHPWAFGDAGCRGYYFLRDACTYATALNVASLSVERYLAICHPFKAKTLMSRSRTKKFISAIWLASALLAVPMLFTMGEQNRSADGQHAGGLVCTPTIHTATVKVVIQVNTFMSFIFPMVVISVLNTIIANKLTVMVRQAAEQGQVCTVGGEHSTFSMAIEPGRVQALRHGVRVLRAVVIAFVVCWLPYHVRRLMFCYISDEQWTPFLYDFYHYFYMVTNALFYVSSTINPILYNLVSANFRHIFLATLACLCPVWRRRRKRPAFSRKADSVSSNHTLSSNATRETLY
CSM14.1 death rescue: protection against thapsigargin-triggered cell killing – 384-well, CSM14.1, ATP luminescence, primary screen (AID 1222) | CSM14.1 thapsigargin-induced death rescue, ATP luminescence; higher % means a stronger effect | one-dose cellular ATP content (survival), % at 20 µM; EC50 in µM for titrated hits | 190,000 tested, under 10 active;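 active = EC50 below 50 µM in the dose-response confirmation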;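 note: death triggered by thapsigargin at about 15 µM added after 2 h compound pretreatment; cell ATP read after overnight thapsigargin exposure of roughly 18 to 22 hours; normalized against plate controls of thapsigargin alone and 5% DMSO vehicle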
Yfh1-depleted yeast: mitochondrial function rescue without frataxin homolog – Friedreich's ataxia, plus single-dose screen, dose response (AID 1465); S. cerevisiae Yfh1-off respiration, WST-1 reduction, 72 h; higher fold induction means a stronger effect; fold induction at 50 µM, or EC50 in µM where a hit was titrated; actives 0.074% (n = 220,000);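 active = fold induction of absorbance versus untreated yeast above a set limit, then at least 30% activation at any dose in follow-up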;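 note: activators that raise dye reduction in frataxin-depleted yeast; strong numbers were not always called active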
NTR1 agonist cell count 20 µM: further read-out of NTR1 agonist, marked with its call; cell count; measured here: cell count, cytotoxicity flag
The depositor's hits bear a star; i = inactive; · = not tested or not shown; & = joins results of further samples; [ ] = dose if it differs, or a comment. Cut-off read from the data, not from the text of the source, unless noted: active = inhibition above about 50%; inactive = the rest. This is a subset; rates above refer to the full screens.

SMILES	NOD1 NF-kB reporter	GPR55 activation	KOR beta-arrestin-1	HEK293 NOD2/NF-kB	KOR beta-arrestin-2	TNAP activation fold	NTR1 agonist	NTR1 agonist cell count 20 µM	CSM14.1 death rescue	Yfh1-depleted yeast
Cc1cccc(NP(=O)(Oc2ccccc2)Oc2ccccc2)c1C	-22%	0.4%	-53%	5%	3.7%	·	4.2	54	·	·
COc1ccc(C(=O)C2CCCN(Cc3ccc(C)s3)C2)c(OC)c1 (stereo not given)	-26%	0.5%	-9%[20 µM]	19%	·	1.1	1.5	60	-1.3%	i
Cn1c[n+](C)cc1C(O)c1ccccc1 (stereo not given)	-1%&-6%	0.0%&0.0%	-28%&-12%	-3%&-8%	8.5%&2.7%	1.2&0.8	0.3&-1.4	55&88	-1.4%&-0.2%	i
C[C@H](NC(=O)N1C[C@H]2C[C@@H](C1)c1cccc(=O)n1C2)C(=O)Nc1ccc(F)c(F)c1	43%	0.3%	-16%[20 µM]	6%	-0.8%	·	-1.2	66	·	·
CN(C)CC#CCC(O)(c1ccccc1)C1CCCC1 (stereo not given)	6%	-0.2%	-14%	16%	-0.7%	1	-0.4	76	-0.3%	i
CCSc1nsc(NC(=O)Nc2cccc(C(C)=O)c2)n1	4.3µM*	0.3%	-8%[20 µM]	6.5µM*	5.2%	·	2.4	42	·	·
COc1cc(C(=O)N/N=C/C23CC[C@@H](O)CC2(O)CC[C@@H]2[C@@H]3CCC3(C)C(C4=CC(=O)OC4)CCC23O)ccc1O (stereo not given in full)	-5%	0.0%	-45%	16%	5.4%	·	-0.1	63	·	i
O=C(c1ccc(CS(=O)(=O)c2ccccc2)o1)N1CCC2(CC1)OCCO2	·	-0.1%	-8%	12%	-0.3%	1.1	-1.3	73	-4.1%	i
CCCc1nnc(NC(=O)CCC(=O)N2CCC3(CC2)OCCO3)s1	-4%	-0.3%	-33%	-3%	1.8%	·	-0.9	52	·	i
Cc1nc2ccccn2c1P(=S)(N1CCCCC1)N1CCCCC1	14%	-0.1%	8%	-3%	-3.2%	1.1	6.1	39	1.5%	·
NCCCCCC(=O)OC1N=C(c2ccccc2Cl)c2cc(Br)ccc2NC1=O (stereo not given)	-4%	-0.5%	24%	12%	-3.4%	1	5.9	50	-0.8%	i
COc1ccc(C(O)P(=O)(Oc2ccccc2)Oc2ccccc2)cc1 (stereo not given)	6%	0.0%	0%	0%	0.9%	·	1.5	87	·	·
CNc1cc(Cl)c2nonc2c1[N+](=O)[O-]	-39%	-0.3%	3µM*	-9%	-8.0%	1.1	·	·	-3.9%	i
COc1ccc2nc(NC3=NCCN3)sc2c1	-18%	0.9%	-21%	7%	1.7%	1.1	0.2	83	-1.5%	i
CCC12CN3CCN(CC(C3)/C1=N\O)C2	7%	-0.3%	5%	15%	-1.7%	1.2	-0.2	74	0.7%	i
Cn1c(O)c(N=Nc2cccc(S(=O)(=O)N3CCOCC3)c2)c(=O)n(C)c1=O	-32%	0.2%	7%[20 µM]	-24%	-0.5%	0.9	-0.5	88	2.0%	i
C=CCN1C(=O)/C(=C/c2ccc3c(c2)CCCN3CCC)C(=O)NC1=S	26%	-0.2%	31%	-3%	-4.6%	0.7	2.3	73	9.1%	i
Cc1c(N=Nc2c(O)n(-c3ccc(Br)cc3)c(=O)[nH]c2=O)c(=O)n(-c2ccccc2)n1C	-1%	-0.2%	17%	12%	7.0%	·	-0.3	50	·	i
CC(C)c1ccc(C2NCc3ccccc3-n3cccc32)cc1 (stereo not given)	3%	-0.2%	27%	27%	-4.8%	·	2.7	28	·	·
COc1ccc(C2SCC(=O)Nc3c2c(C)nn3C2CCOC(C)(C)C2)cc1 (stereo not given)	9%	0.0%	30%	20%	-1.3%	1.1	-4.2	86	-1.2%	i
Cc1cc(OCC(=O)N2CCC(C(=O)NCC(C)C)CC2)c2c3c(c(=O)oc2c1)CCCC3	-15%	0.3%	-20%	17%	-4.0%	·	1.3	64	·	·
C=CC1CN2CCC1CC2c1[nH]c2ccccc2c1CCO (stereo not given)	-29%	-0.2%	8%	-7%	1.2%	1	0.1	50	-0.3%	i
CN1CCN2c3ccc(N)cc3CC3(C(=O)NC(=O)NC3=O)C2C1 (stereo not given)	-8%	0.1%	8%	20%	1.5%	·	·	·	·	·
Cc1cccc(OCC(=O)N2CCN(Cc3ccc4c(c3)OCO4)CC2)c1	-28%	-0.2%	-1%	-2%	-3.0%	1.1	0.8	42	-1.2%	i
CCC(=NCCCn1ccnc1)c1c(O)n(-c2ccccc2)c(=O)[nH]c1=O	-5%	0.7%	11%	5%	-2.8%	·	-0.2	56	·	i
CSc1ccccc1C(=O)C1CCCN(Cc2ccn[nH]2)C1 (stereo not given)	-22%	0.3%	24%[20 µM]	-2%	·	1.1	0.5	72	-1.3%	i
O=C1CCN(C(=O)C(Cl)Cl)N1	-18%	-1.1%	-26%	10%	3.0%	1	-1.6	40	-1.0%	i
Cc1c(N=Cc2c(O)n(C)c(=O)[nH]c2=O)c(=O)n(-c2ccccc2)n1C	-7%	-0.2%	10%	11%	-4.0%	·	-0.3	48	·	i
CCN(CC)C(=O)c1ccc2c(c1)C1C=CCC1C(C(=O)O)N2 (stereo not given)	-7%	0.0%	-14%	15%	-3.0%	·	0.6	90	·	·
CCOc1ccccc1NC(=O)N1CCC2(CC1)OCCO2	-16%	-0.1%	12%	16%	-2.8%	1	0.3	65	1.6%	·

Next part, starting with the last 2 of the part before.
SMILES	NOD1 NF-kB reporter	GPR55 activation	KOR beta-arrestin-1	HEK293 NOD2/NF-kB	KOR beta-arrestin-2	TNAP activation fold	NTR1 agonist	NTR1 agonist cell count 20 µM	CSM14.1 death rescue	Yfh1-depleted yeast
CCN(CC)C(=O)c1ccc2c(c1)C1C=CCC1C(C(=O)O)N2 (stereo not given)	-7%	0.0%	-14%	15%	-3.0%	·	0.6	90	·	·
CCOc1ccccc1NC(=O)N1CCC2(CC1)OCCO2	-16%	-0.1%	12%	16%	-2.8%	1	0.3	65	1.6%	·
Cc1c(C(=O)N2CCC3(CC2)OCCO3)oc2ccccc12	·	-0.1%	22%	6%	1.9%	1.1	0.5	77	-2.4%	i
COc1ccc(O)c(-c2[nH]ncc2C(=O)c2ccccc2)c1	15µM*	0.3%	41%	14µM*	-5.2%	1.1	0.7	51	-2.8%	i
O=P(Nc1cccc(F)c1)(Oc1ccccc1F)Oc1ccccc1F	1%	-0.3%	-2%	13%	1.0%	·	9.7	41	·	i
O=c1[nH]c(=O)n(C2CCCCCC2)c(O)c1C=NCCCN1CCOCC1	-4%	-0.3%	18%	14%	2.9%	1.1	0.3	60	-0.2%	i
CCC(=NCc1ccco1)c1c(O)n(-c2ccc(C)cc2)c(=O)[nH]c1=O	-1%	-0.1%	-13%	17%	-0.8%	1.1	2.7	81	-0.8%	i
CC1(C)CC2(CCO1)NCCN1C(=O)CSC12 (stereo not given)	-17%	0.7%	-21%	-9%	-4.9%	1.2	0.1	62	·	i
O=C(c1ccc(Cl)cc1)C1CCCN(Cc2cccc3cccnc23)C1 (stereo not given)	7%	0.7%	-22%[20 µM]	6%	·	1.1	6.3	52	-2.6%	i
CCCCn1c(=O)c(C(=O)Nc2ccc(C)cn2)c(O)c2ccccc21	-18%	-0.1%	-15%[20 µM]	-3%	-1.0%	·	-0.7	72	·	·
CCCCn1c(O)c(C(CC)=NCc2ccco2)c(=O)[nH]c1=O	-4%	-0.1%	10%	22%	2.1%	1.1	2.8	83	-0.3%	i
CC(=NCC1CCCO1)c1c(O)n(C)c(=O)n(C)c1=O (stereo not given)	15%	0.2%	9%	4%	1.5%	1.2	-0.7	81	11%	i
CCCCOc1ccc(CN2CCN(CCO)CC2)cc1	-10%	-0.1%	14%	-5%	-3.2%	1.1	-0.5	56	·	i
CC(c1ccccc1)n1cncc1C(=O)N1CCCC1=O (stereo not given)	4%	-0.1%	23%	-6%	2.6%	1.1	-0.9	83	0.6%	i
Clc1c(Cl)c(Cl)c2n[nH]nc2c1Cl	2.2µM*	-0.1%	-26%	3.2µM*	·	·	2.3	56	·	i
c1ccc2c(N3CCNCC3)nsc2c1	3%	-0.1%	-9%	22%	-1.8%	1.1	-2.3	55	-0.6%	i
O=C(c1cn(Cc2ccccc2)c2ccccc12)N1CCCCC1	-6%	0.3%	-27%	-10%	0.1%	1.1	0.5	57	0.1%	i
N#Cc1ccccc1Cn1cc(C(=O)c2ccccc2F)c2ccccc21	4%	-0.2%	35%	13%	-0.2%	1.1	3.7	44	1.1%	i
CCCCn1c(NC(=O)c2ccc(Br)o2)c(C(=O)OCC)c2nc3ccccc3nc21	-24%	0.1%	-58%	19%	1.1%	1.1	-1.0	67	-3.5%	i
O=C(COc1ccccc1)N1CCN(C2CC3CCC2C3)CC1 (stereo not given)	-32%	0.8%	-36%	5%	1.9%	1.1	2.1	58	-4.1%	i
CN(C)C(=O)Oc1ccc(OC(=O)N(C)C)cc1	-24%	0.1%	-7%	12%	-1.1%	1	-1.4	35	4.0%	i
COc1ccccc1CN1CCCCC1c1cccnc1 (stereo not given)	·	-0.1%	3%	7%	4.2%	1.1	-0.6	66	·	i
CC(C)CC(NC(=O)C1CCCCC1)C(=O)N1CCC2(CC1)OCCO2 (stereo not given)	0%	-0.1%	-24%	-1%	7.2%	1.1	0.3	75	-2.1%	i
O=c1cccc2n1CC1CC2CN(c2ncnc3c2cnn3-c2ccccc2)C1 (stereo not given)	-16%	-0.2%	8%	6%	-1.7%	1.2	1.3	70	-0.5%	i
CN(C)CCN=Cc1c(O)n(C2CCCCCC2)c(=O)[nH]c1=O	-10%	0.6%	-8%	3%	11%	1	2.7	69	·	i
Cn1c(O)c(/C=N/NC(=O)c2ccncc2)c(=O)n(C)c1=S	-4%	-0.1%	38%	2%	-0.9%	·	-1.0	36	·	i
COc1ccc(CNC(=O)CCC(=O)N2C[C@H]3C[C@H](C2)c2cccc(=O)n2C3)cc1OC	-18%	-0.1%	-42%[20 µM]	4%	-0.3%	·	-2.6	72	·	·
Cc1nn(Cc2ccccc2)c(C)c1C(=O)NC1CCCc2ccccc21 (stereo not given)	-13%	-0.2%	1%	21%	-2.4%	1.1	2.1	66	1.7%	i
O=C(COc1ccc(Cl)cc1)N(c1ccccc1Cl)C1CN2CCC1CC2 (stereo not given)	9%	0.6%	18%	13%	3.8%	·	1.5	50	·	i
CCCC(C)n1[nH]c(=O)c2c1NC(=O)CSC2c1ccc(OC)c(OC)c1 (stereo not given)	-20%	0.0%	5%	-2%	-2.4%	1	0.0	87	1.9%	i
CC(=NCCC1=CCCCC1)c1c(O)[nH]c(=O)[nH]c1=O	-41%	-0.2%	-10%	-33%	2.6%	1.1	-0.7	50	1.5%	i
